MEKK3 PB1 HTS: MEKK3-MEK5 PB1 interaction, increase or decrease; bead-based flow cytometry, Alexa488-MEK5 binding to MEKK3; actives lie on both sides; 0 = blocked by unlabeled MEK5, 100 = vehicle; Q99759; binding response (% of control), % at 10 µM; AID 1529; 290,000 compounds, 1.4% hits;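 active = binding response more than 3 SD above or below the average of its plate-row segment, actives on both sides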;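 note: Alexa488 bead fluorescence after subtracting the streptavidin-only scavenger bead signal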
Target sequence (Q99759 whole entry, looked up): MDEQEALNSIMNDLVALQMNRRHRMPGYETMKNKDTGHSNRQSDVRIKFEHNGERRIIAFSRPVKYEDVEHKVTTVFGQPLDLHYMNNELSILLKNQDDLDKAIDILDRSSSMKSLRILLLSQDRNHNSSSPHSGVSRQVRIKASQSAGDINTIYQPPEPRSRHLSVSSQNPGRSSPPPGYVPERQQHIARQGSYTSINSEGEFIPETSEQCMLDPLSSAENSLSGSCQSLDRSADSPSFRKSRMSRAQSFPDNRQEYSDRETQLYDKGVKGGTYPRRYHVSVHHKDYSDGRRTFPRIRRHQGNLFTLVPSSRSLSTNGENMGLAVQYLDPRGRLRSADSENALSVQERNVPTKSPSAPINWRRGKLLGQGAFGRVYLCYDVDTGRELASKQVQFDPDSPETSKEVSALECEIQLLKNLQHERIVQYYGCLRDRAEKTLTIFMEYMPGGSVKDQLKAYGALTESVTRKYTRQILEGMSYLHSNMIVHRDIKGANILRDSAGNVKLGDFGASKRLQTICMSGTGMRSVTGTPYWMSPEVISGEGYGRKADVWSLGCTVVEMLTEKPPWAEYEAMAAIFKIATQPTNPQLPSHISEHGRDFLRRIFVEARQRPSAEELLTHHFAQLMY
V1aR counter: activates human V1a receptor in oxytocin agonist counter-screen. CHO-V1R cells, Fluo-8 calcium fluorescence, agonist mode; 0% DMSO, 100% 3 nM vasopressin. activation, % at 3 µM. 320,000 compounds, 0.25% hits;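 active = activation above the mean activation of all tested compounds plus 3 SD, per screening run, cut at about 20% in these data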;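 note: signal is peak over basal fluorescence ratio across a 100 second FLIPR read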
Target sequence (P37288 whole entry, looked up): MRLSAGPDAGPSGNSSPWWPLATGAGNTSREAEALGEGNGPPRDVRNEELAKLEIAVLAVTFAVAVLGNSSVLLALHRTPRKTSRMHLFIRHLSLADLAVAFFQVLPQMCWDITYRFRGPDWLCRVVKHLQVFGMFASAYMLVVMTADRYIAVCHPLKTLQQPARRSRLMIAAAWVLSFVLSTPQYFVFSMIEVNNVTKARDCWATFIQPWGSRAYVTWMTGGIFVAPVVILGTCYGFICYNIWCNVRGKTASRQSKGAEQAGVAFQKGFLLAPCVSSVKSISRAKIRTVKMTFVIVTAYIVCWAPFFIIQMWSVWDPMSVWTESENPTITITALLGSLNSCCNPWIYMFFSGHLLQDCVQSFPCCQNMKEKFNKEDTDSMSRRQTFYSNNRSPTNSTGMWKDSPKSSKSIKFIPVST
GPR7 antagonist: human neuropeptides B/W receptor 1 antagonism | AID 1861 | inhibition, % at 4.4 µM | GPR7-expressing cells, fluorescence antagonist assay | 290,000 compounds, 1.1% hits; in the data active = inhibition above about 16%, passing the limit was not always enough;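 note: cells stimulated with the agonist NPW; 0% = agonist with vehicle and 100% = vehicle without agonist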
MEKK2mut PB1 HTS: signal of MEK5 binding to mutant human MEKK2 PB1 domain | bead flow cytometry, Alexa488-MEK5 binding to MEKK2 mutant | percent response, % at 10 µM | 290,000 compounds, 0.35% hits | AID 1530; in the data active = percent response above about 24%, passing the limit was not always enough; note: inactives centre near 1; some results filed as inactive read as strong as hits; reference of the scale not given here
MEKK2wt PB1 HTS: raises or lowers MEK5 binding to wildtype human MEKK2 PB1 domain. Q9Y2U5. bead flow cytometry, Alexa488-MEK5 binding to MEKK2 WT; actives lie on both sides. binding response (% of control), % at 10 µM. 290,000 compounds, 1.1% hits; in the data active = binding response below about 67% or above about 130%
NALP1 inh: blocks the NALP1 inflammasome reconstituted in yeast; inhibition, % at 10 µM; S. cerevisiae NALP1/ASC/caspase-1 growth, X-gal OD620, 72 h; 280,000 compounds, 0.61% hits; in the data active = inhibition mostly above about 24%, no sharp cut-off; inactive = mostly below about 32%; note: some compounds called inactive have numbers as strong as hits
GalR3 antagonist: antagonists of human GalR3 | HEK293 GalR3-CNG cAMP membrane potential fluorescence; galR3 body fused to GalR1 C-terminus | O60755 | 360,000 compounds, 0.44% hits | inhibition, % at 3 µM | AID 651719;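 active = inhibition above the screen-wide average plus 3 SD, cut at about 13% in these data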;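 note: forskolin and galanin both at EC90 stimulate the cells; cAMP rise reported by CNG channel membrane potential dye signal; 0% = forskolin plus galanin with DMSO and 100% = forskolin alone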
PHOSPHO1 inh: inhibitors of human PHOSPHO1 phosphatase; Q8TCT1; recombinant PHOSPHO1, absorbance phosphatase assay; AID 1565; inhibition, % at 13.3 µM; 290,000 compounds, 1.1% hits; in the data active = inhibition above about 60%
OXTR ag: human OXTR agonism. AID 2435. 320,000 compounds, 0.32% hits. activation, % at 3 µM. CHO-OTR cells, Fluo-8 calcium fluorescence; normalized: DMSO 0%, oxytocin 100%;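 active = activation above the mean of all tested compounds plus 3 SD, cutoff set per screening run, cut at about 20% in these data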;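 note: peak over basal fluorescence ratio from a 100 s FLIPR kinetic read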
The depositor's hits bear a star; nt = no result given; [ ] = another dose, or the depositor's remark. Rows are unselected; about 5.4% have a hit in one of these screens.

nr	Compound	MEKK3 PB1 HTS	V1aR counter	GPR7 antagonist	MEKK2mut PB1 HTS	MEKK2wt PB1 HTS	NALP1 inh	GalR3 antagonist	PHOSPHO1 inh	OXTR ag
1	O=C(NNC(=O)C1CC1c1ccccc1)Nc1cccc(Cl)c1 (configuration not stated)	100	1.9	-2	7	107	3	-3	23	3.3
2	Cc1c2c(n3c(nc4ccccc43)c1C#N)N(CCN1CCOCC1)CC2	98	0.2	-7	-12	89	-12	-6	-10	0.2
3	CCOC(=O)c1[nH]c(C)c(C(=O)c2cc(F)ccc2F)c1C	nt	-1.5	6	nt	nt	20	-7	28	-0.7
4	COC(=O)C1=CNC=C(C(=O)OC)C1c1ccc(Cl)cc1	101	1.6	-4	5	100	3	-2	6	4.6
5	O=C(Nc1sccc1C(=O)NCc1ccco1)c1cccnc1	99	2.8	-8	3	96	36	-6	-14	1.3
6	C=C(C)CSc1[nH]c(=O)cc(C)c1C#N	104	-0.4	-13	-11	93	10	-4	32	-0.7
7	O=C(NC1CC1)C1=C[C@H](c2ccc(Br)cc2)C[C@H](OCc2ccc(CO)cc2)O1	94	0.5	nt	-5	93	nt	-5	26	-1.2
8	CN(C(=O)Nc1ccc(C(C)(C)C)cc1)C1CCCCC1	102	0.6	-2	-3	101	-3	1	3	0.3
9	C#CCOCCOCCOCCNc1nc(N2CCOCC2)nc(N2CCN(C(=O)[C@H](CCC(=O)O)n3cc(C(N)Cc4ccc(O)cc4)nn3)CC2)n1 (some centres not stated)	109	0.5	-21	4	105	-18	nt	20	-0.1
10	O=C(c1cccc(S(=O)(=O)N2CCCC2)c1)N1CCCc2ccccc21	105	0.3	-16	6	104	-2	-3	-10	0.7
11	N#Cc1cccc(NC(=O)CN2NS(=O)(=O)c3ccccc3C2=O)c1	88	-0.4	3	-4	92	0	-3	-6	0.6
12	Cc1ccc(-n2c(C)cc(/C=C3/C(=N)N4C(c5ccccc5)=CSC4=NC3=O)c2C)cc1	101	0.7	-4	17	104	25	2	11	0.6
13	CC(NC(=O)c1cccnc1)C(c1ccccc1)N1CCN(C)CC1 (configuration not stated)	97	-0.2	-9	5	101	6	-7	10	0.2
14	COC(=O)CCN1CCC(C(N)=O)CC1	97	0.5	-3	-4	98	13	3	12	0.8
15	O=C(Nc1nccs1)c1cccnc1Cl	105	1.1	-3	5	108	30	-11	-38	-0.4
16	CCC(C)(C)n1nnnc1C(c1ccc(Cl)cc1)N1CCN(C)CC1 (configuration not stated)	104	1.2	14	3	107	13	0	-3	0.0
17	CCCN(CCC)CCCNS(=O)(=O)c1ccc2c(c1)oc(=O)n2C	103	-0.3	8	1	108	8	-4	62*	1.4
18	Cc1ccc(NC(=S)N(C)C(c2ccccc2)c2ccccc2)cc1C	100	0.6	-1	0	106	4	-9	36	1.4
19	O=C(COc1ccc(/C=N/NC(=O)c2cccnc2)cc1)Nc1ccccc1	101	0.8	-7	4	102	9	-2	3	2.0
20	COc1ccc(/C=C/C(=O)NCCCN2CCCC2)cc1	101	-0.5	-1	9	115	-2	3	20	0.6
21	Cc1cc(C)n2ncc(/C(N)=N/OC(=O)Nc3ccc(Cl)cc3)c2n1	104	0.3	-3	9	102	12	-4	-10	2.1
22	CS/C(N)=N/N=C/c1cc(C)ccc1O	61	1.0	0	-24	68	19	-6	20	1.4
23	O=C(c1ccccc1NS(=O)(=O)c1cccc([N+](=O)[O-])c1)N1CCCC1	104	-0.7	-15	10	107	10	0	38	-0.1
24	COc1ccccc1NC(=O)c1cc2ccc(O)cc2o/c1=N\O	105	0.0	4	2	107	12	-2	17	-0.2
25	O=C(CN1CC[n+]2c(-c3cccs3)csc21)c1ccc(Br)cc1	117	0.5	-15	0	103	16	-4	-2	-1.4

Whole records from above. Values in the order: MEKK3 PB1 HTS | V1aR counter | GPR7 antagonist | MEKK2mut PB1 HTS | MEKK2wt PB1 HTS | NALP1 inh | GalR3 antagonist | PHOSPHO1 inh | OXTR ag
Shown for C=C(C)CSc1[nH]c(=O)cc(C)c1C#N → 104 | -0.4 | -13 | -11 | 93 | 10 | -4 | 32 | -0.7
Shown for COC(=O)CCN1CCC(C(N)=O)CC1 → 97 | 0.5 | -3 | -4 | 98 | 13 | 3 | 12 | 0.8

The results go on:
nr	Compound	MEKK3 PB1 HTS	V1aR counter	GPR7 antagonist	MEKK2mut PB1 HTS	MEKK2wt PB1 HTS	NALP1 inh	GalR3 antagonist	PHOSPHO1 inh	OXTR ag
26	Cc1nnc(C)n1/N=C/c1ccccn1	106	-0.5	-6	10	102	nt	-5	22	-0.5
27	NNc1cc(C(=O)O)ccc1Cl	55*[inhibitor]	1.6	-10	-17	61*[inhibitor]	-6	0	-106	0.1
28	[O-][n+]1c2ccccc2[n+]([O-])c2cc(O)ccc21	92	-0.1	-20	-1	97	13	-7	-20	-0.5
29	CCOc1ccc2nc(SCC(=O)Nc3ncccn3)[nH]c2c1	nt	-0.6	2	nt	nt	-4	1	7	-0.2
30	CC1(C)Oc2ccc3ccc(=O)oc3c2C(/C=N/O)C1=O (configuration not stated)	102	0.1	-4	22	133	12	-7	1	-0.2
31	CCN(C(=O)COC(=O)c1cccc(NS(=O)(=O)c2ccc(F)c(F)c2)c1)C1CCS(=O)(=O)C1 (configuration not stated)	nt	-0.2	6	nt	nt	-27	nt	32	-1.6
32	O=C(O)C1CCCCC1C(=O)NCCCN1CCCC1=O (configuration not stated)	102	0.7	-4	4	106	10	-6	nt	0.3
33	Cc1sc(C(=O)NCc2cccnc2)c2nc(C)n(CC(=O)NCc3cccnc3)c(=O)c12	104	0.9	-2	9	106	11	-6	-42	1.0
34	NC(=O)c1sc2nc(N3CCCCC3)c3c(c2c1N)CCCC3	93	-0.8	-9	-3	94	11	-3	67*	-2.5
35	O=C(NC(CO)(CO)CO)c1coc(=O)c(Br)c1	98	0.0	-3	-3	95	0	-4	9	-0.3
36	COc1ccc(CCNC(=O)CSc2ccc(NC(C)=O)cc2)cc1OC	99	0.5	7	-3	96	9	-8	31	1.2
37	N#Cc1cccnc1Nc1cccc(Cl)c1	104	-0.3	-5	2	96	23	3	4	-1.2
38	Cc1ccc(S(=O)(=O)NCc2cccnc2)cc1C(=O)N1CCCC1	98	0.0	-3	-1	96	-5	-7	19	0.5
39	COc1ccc(OC)c(NC(=O)CN(c2ccc(C(C)C)cc2)S(=O)(=O)c2c(C)noc2C)c1	110	-0.7	-7	2	108	-11	4	-2	-1.2
40	Cc1ccc(OCCCCn2cnc3ccccc32)cc1	99	5.5	-1	4	103	-13	9	-5	6.5
41	COc1cccc(Nc2cc(C)nc3ccccc23)c1	105	1.9	-15	-1	111	16	1	6	-0.1
42	CC1CCCN(CCOCCOc2ccc(Cl)cc2Br)C1 (configuration not stated)	87	3.1	17	7	120	42*	-10	27	4.9
43	CCOc1ccccc1Oc1c(C)oc2c(CN3CCN(CCO)CC3)c(O)ccc2c1=O	103	0.2	-9	4	97	20	-3	18	0.6
44	COc1ccc(CN(C)CC2CCCN(CCc3ccc(F)cc3)C2)c(OC)c1OC (configuration not stated)	110	-0.7	-5	16	128	3	-13	30	-1.2
45	CCN1CCN(c2nc3sc4c(c3c3ncnn23)CC(C)CC4)CC1 (configuration not stated)	100	-1.3	-19	2	109	10	4	16	-0.5
46	COc1ccccc1NC(=O)CCSc1ccc(C)cc1	122	-1.4	2	1	113	11	8	37	-2.7
47	COc1ccc(-c2[nH]ncc2C=O)cc1OC	85	0.7	-11	3	105	-9	-2	43	0.7
48	CN1CCN(CCCNC(=O)c2ccc3c(c2)N(Cc2ccccc2)CCS3)CC1	97	0.0	2	8	119	26	-2	-1	0.7
49	COc1ccc(-c2[nH]ncc2CN2CCN(Cc3cccs3)CC2)cc1F	97	0.6	1	-13	96	1	5	-21	3.0
50	COc1nc(NCCO)nc(Nc2ccccc2F)n1	105	1.0	-3	8	107	-2	-6	2	0.5
51	COc1ccc(CC(=O)Nc2cccc(C(=O)O)c2C)cc1	97	0.7	-19	-1	99	26	-5	26	0.7
52	COC(=O)c1cccc(C(=O)N2CCCC(Nc3ccc(C)c(C)c3)C2)c1 (configuration not stated)	102	-0.4	-4	6	108	16	-1	41	-1.4
53	COc1ccc(-n2c(SCC(=O)Nc3ccc([N+](=O)[O-])cc3OC)nc3ccccc32)cc1	92	-0.6	0	-2	91	22	6	-10	-2.5
54	c1csc(CSc2nc3ccccc3s2)c1	107	-0.4	12	4	106	-11	-9	14	-0.6
55	COc1ccc(C(C(=O)NC2CCCCC2)N(Cc2ccco2)C(=O)CNC(=O)c2ccco2)cc1 (configuration not stated)	94	-1.2	-13	8	98	nt	4	nt	-1.3
56	CC(C)c1ccc(C2c3[nH]c4ccccc4c3C[C@H]3C(=O)N(c4ccccc4C(=O)N4CCC(C(=O)O)CC4)C(=O)N23)cc1 (some centres not stated)	98	0.7	4	0	97	15	-4	8	-0.1
57	COC(=O)C1C(=O)C2=C(CC1C)NC(=O)CC2c1ccc(F)cc1 (configuration not stated)	98	0.2	7	-9	95	8	3	23	0.1
58	COc1cccc(OC)c1C(=O)NC(=S)NCc1ccccc1	103	-1.1	-5	1	104	4	0	53	-2.6
59	Cc1ccc(S(=O)(=O)CCc2nnc(NC(=O)c3ccccn3)s2)cc1	106	0.5	-3	5	107	-2	nt	2	-0.3
60	CCOC(=O)c1cn(Cc2ccc(Cl)cc2Cl)c2cc(C)nn2c1=O	98	0.9	-8	-8	91	16	0	33	-1.7
61	Cc1cc(S(=O)(=O)N2CCOCC2)c(C)s1	100	0.7	4	5	100	3	-11	14	0.4
62	Cc1cc(C(=O)OCC(=O)NC(C)(C)C)c2ccccc2n1	102	0.2	-7	2	103	5	-5	7	0.2
63	O=C(NCc1ccc2c(c1)OCO2)C1CCC(CNc2c(N3CCCC3)c(=O)c2=O)CC1 (configuration not stated)	nt	-0.3	-6	nt	nt	35	2	10	0.6
64	COc1ccccc1N1C(=O)N(CC(=O)C(C)(C)C)c2ccccc2S1(=O)=O	98	-0.2	-7	-2	101	13	-8	9	0.0
65	O=C(Nc1ccc(O)cc1)/C(=C\C=C\c1ccccc1)NC(=O)c1ccccc1	99	1.2	-5	-9	93	0	-5	16	0.8
66	COC(=O)c1ccccc1NC(=O)c1cnn2c(C(F)F)cc(C3CC3)nc12	108	0.1	-8	14	108	6	-1	6	-2.0
67	CCN(CC)c1ccc2c(c1)OC(N)=C(C#N)C2c1cccnc1 (configuration not stated)	96	33*	9	-3	94	7	4	37	52*
68	C=CCNC(=O)c1ccc(-c2nc(-c3ccc(Cl)c(Cl)c3)cs2)cc1	97	0.2	-5	2	99	0	-3	3	0.1
69	CCCC1(c2ccccc2)NC(=O)N(CC(=O)Nc2cc(C)ccc2OC)C1=O (configuration not stated)	102	7.0	12	-1	100	0	-9	31	24*
70	O=C(Nc1cccc(Br)c1)c1ccc2nc(N3C(=O)CCC3=O)sc2c1	102	-0.5	-7	-3	100	18	-5	7	-0.3
71	Cc1ccc(C)c(N2CCN(CCCNC(=O)CCC(=O)N3CCOc4ccc(Cl)cc43)CC2)c1	107	16	29*	16	150*	4	-12	44	12
72	Cc1cc(C)n(CC(O)COc2ccc(Cl)cc2Cl)n1 (configuration not stated)	99	0.6	-14	1	101	8	-9	24	-0.3
73	COc1ccc(C2NC(=O)CS2)cc1OC (configuration not stated)	102	0.5	13	5	104	8	2	13	1.0
74	CC(C)=C1C2CCC1C1C(=O)N(CCc3ccccc3)C(=O)C21 (configuration not stated)	95	4.1	-5	-3	95	29	0	-20	-2.3
75	O=C(COC(=O)c1sc2ccccc2c1Cl)Nc1ncc(Cl)cc1Cl	94	-0.9	-6	-1	92	24	-3	-8	0.1
